# NOD2 RIPK2 PPI = NOD2-RIPK2 binding disruptors in cells, primary screen, fluorescence, CHO cells, BLA complementation; 360,000 tested, 0.38% active; Receptor-interacting serine/threonine-protein kinase 2 (Homo sapiens), O43353; CCF4 ratio; inhibition, % at 4.98 µM; in the data active = inhibition above about 21%;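 note: 0% = vehicle only and 100% = reference blocker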
# TLR9-MyD88 inh = inhibitors of TLR9-MyD88 association in cells, primary screen, cell-based, CHO, BLA complementation, fluorescence; CCF4 FRET ratio; AID 504734, 2011; inhibition, % at 4.98 µM; 340,000 tested, 0.21% active; Toll-like receptor 9 (Homo sapiens) + Myeloid differentiation primary response protein …;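 active = inhibition above the mean over all tested compounds plus 3 SD, cut at about 21% in these data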;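 note: 0% = DMSO only wells and 100% = clavulanate BLA inhibitor control wells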
# NCOA1 inh = SRC1 coactivator transcriptional activity inhibitors, primary screen, cell-based, luminescence; 360,000 tested, 0.12% active; HEK293 GAL4-SRC1 luciferase reporter; inhibition, % at 3.6 µM; Nuclear receptor coactivator 1 (Homo sapiens), Q15788;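 active = inhibition above the campaign mean plus 3 SD, with each screening campaign given its own cutoff, cut at about 60% in these data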;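 note: 0% = DMSO treated cells and 100% = gossypol at 36 µM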
# Vif imaging = HIV Vif self-association inhibitors, primary screen, imaging, HEK293T, single point; HEK293T cells, Vif self-association by quenched fluorescence, 24 h; inhibition, % at 7.49 µM; 340,000 tested, 0.35% active; AID 602346, 2012; in the data active = inhibition above about 50%, passing the limit was not always enough; note: some results filed as inactive read as strong as hits
# TRAIL sens C8 = viability loss with TRAIL in NB7+C8 cells, primary screen, TRAIL sensitizer project, cell-based, ATPlite luminescence; inhibition (viability loss, TRAIL sensitization), % at 10 µM; 360,000 tested, 1% active; AID 624354, 2012;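 active = compounds causing at least 50% loss of cell viability in the single-dose screen, relative to plate controls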
# TROY NFkB inh = inhibitors of TROY-driven NF-kB signaling, primary screen, Q293 LMP1-TROYcd cells, NF-kB luciferase, uHTS. Q293 LMP1-TROYcd NF-kB luciferase reporter, 4 h. 360,000 tested, 0.98% active. inhibition, % at 10 µM. AID 1347056, 2019;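 active = compounds whose plate-normalised and pattern-corrected inhibition of the luciferase reporter signal at the single screening dose is 50% or more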
# NCOA2 inhibitor = inhibition of GAL4-SRC2 driven luciferase reporter, primary screen, SRC2 inhibitor project, cell-based, luminescence; Nuclear receptor coactivator 2 (Homo sapiens), Q15596; HEK293 GAL4-SRC2 luciferase reporter; inhibition, % at 9 µM; 370,000 tested, 0.17% active; AID 651957, 2012;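 active = inhibition above the mean inhibition of all tested compounds plus 3 SD, set per campaign, cut at about 52% in these data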;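 note: 0% = DMSO treated cells and 100% = cells given Gossypol at 36 µM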
# Target sequence (Q15596 whole entry, looked up, the tested form may be a part): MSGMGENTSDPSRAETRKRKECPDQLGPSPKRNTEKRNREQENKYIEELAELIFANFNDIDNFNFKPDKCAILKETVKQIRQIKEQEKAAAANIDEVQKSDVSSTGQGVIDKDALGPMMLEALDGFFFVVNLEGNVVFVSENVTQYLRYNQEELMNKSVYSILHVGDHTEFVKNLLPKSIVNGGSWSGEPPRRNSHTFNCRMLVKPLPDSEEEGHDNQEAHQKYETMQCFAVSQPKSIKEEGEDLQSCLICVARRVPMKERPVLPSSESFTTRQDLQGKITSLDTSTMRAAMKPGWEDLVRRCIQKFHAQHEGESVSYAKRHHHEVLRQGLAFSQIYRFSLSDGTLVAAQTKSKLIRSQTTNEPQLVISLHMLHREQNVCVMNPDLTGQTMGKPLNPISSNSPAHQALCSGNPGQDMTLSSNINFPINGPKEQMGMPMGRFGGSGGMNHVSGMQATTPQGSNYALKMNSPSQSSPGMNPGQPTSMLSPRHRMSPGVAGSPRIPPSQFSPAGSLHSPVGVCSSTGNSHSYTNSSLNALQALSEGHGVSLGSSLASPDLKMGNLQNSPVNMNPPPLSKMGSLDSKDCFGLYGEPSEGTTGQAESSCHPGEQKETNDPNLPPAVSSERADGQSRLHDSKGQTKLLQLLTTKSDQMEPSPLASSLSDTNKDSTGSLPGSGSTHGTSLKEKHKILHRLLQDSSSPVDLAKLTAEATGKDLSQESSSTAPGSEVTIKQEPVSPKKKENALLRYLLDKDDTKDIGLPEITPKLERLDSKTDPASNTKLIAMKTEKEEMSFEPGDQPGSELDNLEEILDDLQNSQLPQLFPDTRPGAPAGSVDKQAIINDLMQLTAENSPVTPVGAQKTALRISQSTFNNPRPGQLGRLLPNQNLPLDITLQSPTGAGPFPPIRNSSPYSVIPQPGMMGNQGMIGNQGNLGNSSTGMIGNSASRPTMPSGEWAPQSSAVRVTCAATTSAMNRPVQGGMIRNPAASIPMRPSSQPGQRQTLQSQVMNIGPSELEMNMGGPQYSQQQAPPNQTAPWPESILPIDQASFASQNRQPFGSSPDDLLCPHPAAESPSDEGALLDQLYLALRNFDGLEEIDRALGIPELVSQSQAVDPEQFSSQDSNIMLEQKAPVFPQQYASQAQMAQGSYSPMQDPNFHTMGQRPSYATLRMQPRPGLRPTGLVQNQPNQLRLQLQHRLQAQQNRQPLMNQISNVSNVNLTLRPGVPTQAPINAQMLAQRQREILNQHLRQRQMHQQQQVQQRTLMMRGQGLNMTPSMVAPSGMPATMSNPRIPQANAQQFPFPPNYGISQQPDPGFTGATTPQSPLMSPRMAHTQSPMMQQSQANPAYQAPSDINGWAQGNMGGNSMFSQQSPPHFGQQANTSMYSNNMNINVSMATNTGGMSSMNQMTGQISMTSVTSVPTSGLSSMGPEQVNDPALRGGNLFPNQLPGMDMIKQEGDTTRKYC
# LRH-1 inv ag = LRH-1 (NR5A2) inverse agonists, primary screen, cell-based, luminescence, HEK293T, StAR-luciferase reporter; Nuclear receptor subfamily 5 group A member 2 (Homo sapiens), O00482; LRH-1 transfected, 24 h; inhibition, % at 3.6 µM; 360,000 tested, 0.13% active; AID 602396, 2012;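 active = inhibition above the mean inhibition of all tested compounds plus 3 SD, cut at about 73% in these data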;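 note: 0% = DMSO wells and 100% = reporter-only cells lacking LRH-1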
# EBV LMP1 NFkB = EBV LMP1-driven NF-kappaB luciferase reporter inhibitors, primary screen, cell-based, luminescence, single point; LMP1-induced NF-kappaB luciferase reporter cells; inhibition, % at 12.5 µM; 350,000 tested, 0.69% active; AID 504558, 2011; in the data active = inhibition above about 41%;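 note: 0% = neutral control wells and 100% = reference inhibitor control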
# SRC3 inh = SRC3 coactivator transcriptional activity inhibitors, primary screen, cell-based, luminescence; inhibition, % at 3.6 µM; AID 588352, 2011; HEK293 GAL4-SRC3 luciferase reporter; 360,000 tested, 0.17% active; Nuclear receptor coactivator 3 (Homo sapiens), Q9Y6Q9;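 active = inhibition above a per-campaign cutoff, the mean of all compounds plus 3 SD, cut at about 60% in these data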;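 note: 0% = DMSO-treated cells and 100% = gossypol-treated cells at 36 µM; higher means less SRC3-driven luciferase light from the GAL4 reporter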
# NR2F2 inh = NR2F2 transcriptional activity inhibitors, primary screen, cell-based, luciferase reporter, HEK293T, luminescence. AID 686940, 2013. COUP transcription factor 2 (Homo sapiens), P24468. inhibition, % at 8.6 µM. HEK293T NGFI-A luciferase reporter. 370,000 tested, 0.7% active;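 active = inhibition above a per-plate cutoff, mean inhibition of test wells between control levels plus 3 SD, cut at about 38% in these data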;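 note: cells cotransfected with COUP-TFII expression vector driving the NGFI-A reporter; 0% = median of COUP-TF2 test wells and 100% = reporter-only cells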
# * marks the source's active call; other numbers are inactive results; / = no result given.
no.	smiles	NOD2 RIPK2 PPI	TLR9-MyD88 inh	NCOA1 inh	Vif imaging	TRAIL sens C8	TROY NFkB inh	NCOA2 inhibitor	LRH-1 inv ag	EBV LMP1 NFkB	SRC3 inh	NR2F2 inh
1	O=C(N/C(=C\c1ccc([N+](=O)[O-])cc1)C(=O)N1CCCCC1)c1ccc(Br)o1	-13	-7	-41	-3	-5	-18	18	13	-1	20	-1
2	CCCN1Cc2cccc(C(=O)NC(CC(=O)OCC)c3ccc(C)cc3)c2C1=O (stereo unspecified)	0	-42	5	6	5	-23	4	12	-6	4	-3
3	CCNC(=O)C(=O)NCC1CCCN1S(=O)(=O)c1cccs1 (stereo unspecified)	-12	-9	-31	-2	0	-8	-12	3	0	-3	-15
4	Cc1cc(C)nc(NN=CC2=C(N3CCOCC3)/C(=C/c3ccc(Cl)cc3)CC2)n1	-11	2	1	0	4	-4	-3	-8	7	1	0
5	CCOC(=O)C1=C(C)N=c2s/c(=C\c3ccncc3)c(=O)n2C1c1ccc2c(c1)OCO2 (stereo unspecified)	-13	-6	-1	-2	-7	-10	-51	-20	7	9	13
6	CCOCCn1c(=O)c2c(nc3n2CCCN3CCc2ccccc2)n(C)c1=O	-6	6	2	3	2	7	28	-15	-2	-5	4
7	COc1ccccc1N(C(=O)c1ccco1)C(C(=O)NC1CCCC1)c1ccc(N2CCOCC2)cc1 (stereo unspecified)	-8	-1	4	-2	8	18	-7	-4	6	12	-1
8	Cc1nn(CC#N)c(=O)n1-c1ccc(C(C)C)cc1	5	4	-13	5	6	2	9	5	-2	10	-8
9	C/C(=N\Nc1ccc(Cl)c(C(=O)O)c1)c1ccc[nH]1	-4	1	-30	1	6	9	-49	-21	-4	-7	-3
10	CCOC(=O)[C@@H]1[C@H]2COc3cc(OC)ccc3[C@@H]2N2C(=O)N(c3ccccc3)C(=O)[C@]12C	-6	-2	-12	-4	4	-3	-2	-13	2	2	6

# (further entries)
no.	smiles	NOD2 RIPK2 PPI	TLR9-MyD88 inh	NCOA1 inh	Vif imaging	TRAIL sens C8	TROY NFkB inh	NCOA2 inhibitor	LRH-1 inv ag	EBV LMP1 NFkB	SRC3 inh	NR2F2 inh
11	COc1ccc(NC(=O)CSc2nnc(-c3cccc(O)c3)o2)cc1	6	4	4	2	-1	-27	-11	22	6	4	-10
12	Cn1cnnc1-c1cccc(NS(=O)(=O)c2ccc(N3CCCC3=O)cc2)c1	-6	9	-15	0	-5	-11	3	18	-4	20	8
13	COc1ccc(/C(C)=N/NC(=O)c2ccccc2OCc2ccccc2)c(OC)c1	-5	-9	-20	15	-9	-45	-30	-1	-23	-6	-9
14	S=C(NC1CCCCC1)N1CCN(C/C=C/c2ccccc2)CC1	9	5	4	-4	9	12	21	12	8	21	12
15	Cc1ccc(CNC(=O)CO/N=C/c2ccc3c(c2)OCO3)cc1	12	1	1	-17	-1	-7	-37	2	-6	1	3
16	COc1ccc(CNC(=O)c2sc(=O)n(Cc3ccc(-c4ccccc4)cc3)c2C)cc1OC	-15	/	10	-6	25	41	19	43	/	15	44*
17	CN1C(=O)c2ccc(C(=O)Nc3cccnc3)cc2C1=O	-6	-7	-25	-3	-14	19	-3	-17	-2	5	5
18	CCOC(=O)C1=C(C)NC(=O)NC1c1ccc(Br)o1 (stereo unspecified)	1	-16	16	-2	-7	13	-25	5	0	5	16
19	CN(C)S(=O)(=O)c1ccc(N2CCCC2)c(C(=O)Nc2nc3c(ccc4ccccc43)s2)c1	-9	-4	3	-10	-9	-9	28	8	17	13	1
20	Oc1c(Br)cc(Br)cc1CNc1nccs1	9	4	-7	-1	-5	-1	-11	7	-10	-12	-6

# Further structures.
no.	smiles	NOD2 RIPK2 PPI	TLR9-MyD88 inh	NCOA1 inh	Vif imaging	TRAIL sens C8	TROY NFkB inh	NCOA2 inhibitor	LRH-1 inv ag	EBV LMP1 NFkB	SRC3 inh	NR2F2 inh
21	COCCn1c(=NC(=O)CCS(=O)(=O)c2ccccc2)sc2cc(C(=O)OC)ccc21	-13	5	-3	9	10	-16	2	-7	-1	-45	4
22	c1csc(-c2cnc3ccccc3n2)c1	-14	-13	-81	1	-3	-69	-80	-104	-28	-75	-46
23	Cc1cccc(NC(=O)CSc2c3c(nc4ccccc24)CCC3)n1	-10	-5	1	6	5	2	4	0	6	6	7
24	Nc1cc(=O)[nH]c(SCC(=O)Nc2ccc(S(=O)(=O)N3CCCC3)cc2)n1	-7	8	10	-9	-10	-4	-24	-8	-4	6	7
25	COc1ccc(CC(=O)NCc2cccs2)cc1OC	-10	-8	4	9	-4	5	2	-3	8	-7	0
26	C[C@@H]1CN([C@H](C)CO)C(=O)CCCn2nncc2CO[C@@H]1CN(C)C(=O)Cc1ccccc1	6	2	-3	/	-9	12	-4	-3	-3	-5	20
27	CCOC(=O)c1cc(-c2ccccc2)nn1CC1CC(c2ccc(Cl)cc2)=NO1 (stereo unspecified)	-11	-1	2	-10	-1	0	18	13	7	-5	-2
28	O=S(=O)(c1cccnc1)N1CCCC(Nc2ccc(F)c(F)c2)C1 (stereo unspecified)	-5	1	-4	-1	-5	-3	-14	3	0	-3	-8
29	CCNC(=O)C1CCCN(c2nc(C)cc(C)n2)C1 (stereo unspecified)	-7	-7	-36	-10	-5	-10	-12	0	-1	7	-12
30	Cc1cc(C(=O)OCC(=O)Nc2ccc(F)cc2)c(C)o1	-16	5	-37	7	-5	-4	6	11	-4	-32	-19

# The list continues:
no.	smiles	NOD2 RIPK2 PPI	TLR9-MyD88 inh	NCOA1 inh	Vif imaging	TRAIL sens C8	TROY NFkB inh	NCOA2 inhibitor	LRH-1 inv ag	EBV LMP1 NFkB	SRC3 inh	NR2F2 inh
31	O=C(c1cc(C2CC2)on1)N1CCN(c2ccccc2)CC1	6	5	-52	-9	-5	-15	-14	-29	-15	-12	9
32	CC(=O)Nc1ccc(C(=O)NCCc2ccccc2)cc1	1	-6	-71	5	5	-58	-29	-74	-17	-35	-19
33	Cc1ccc(OCC(=O)NC2=NCCS2)cc1	-6	7	-29	10	7	-5	-27	3	-13	4	-8
34	CSc1ccc(Cn2c(C)c(C(=O)NCc3cccc(C)c3)sc2=O)cc1	-2	/	-6	-3	-26	10	-16	5	/	-1	5
35	COc1ccc(CN(C(=O)c2cc3ccccc3oc2=O)C2CCS(=O)(=O)C2)cc1 (stereo unspecified)	7	5	-6	-13	3	-31	-9	-19	-10	-3	-3
36	O=C(O)c1ccccc1CSC1=NCCS1	-3	-3	5	-1	-9	11	17	-5	3	-21	-25
37	CC1=NN(c2ccccc2)C(=O)C1=C(C)C	-3	2	-3	-10	-4	2	-6	3	4	10	12
38	Cc1c(C(C)(C)C)c(C=S)n2ccccc12	-1	-8	-21	-11	-8	23	-1	9	-6	7	7
39	O=C(N/N=C/c1cccc2ccccc12)c1cccnc1	-4	2	-17	-11	3	-34	-23	5	-4	-17	-20
40	Cc1ccc(NS(=O)(=O)c2cc(NC(=O)c3ccc4c(c3)NC(=O)CS4)ccc2Cl)c(C)c1	-4	7	7	2	12	49	-9	13	7	5	13

# Some of the entries above in a different format:
[29] CCNC(=O)C1CCCN(c2nc(C)cc(C)n2)C1 (stereo unspecified)
[30] Cc1cc(C(=O)OCC(=O)Nc2ccc(F)cc2)c(C)o1
[31] O=C(c1cc(C2CC2)on1)N1CCN(c2ccccc2)CC1
[32] CC(=O)Nc1ccc(C(=O)NCCc2ccccc2)cc1
[33] Cc1ccc(OCC(=O)NC2=NCCS2)cc1
[34] CSc1ccc(Cn2c(C)c(C(=O)NCc3cccc(C)c3)sc2=O)cc1
[35] COc1ccc(CN(C(=O)c2cc3ccccc3oc2=O)C2CCS(=O)(=O)C2)cc1 (stereo unspecified)
[36] O=C(O)c1ccccc1CSC1=NCCS1
[37] CC1=NN(c2ccccc2)C(=O)C1=C(C)C
Screen / compound no.	29	30	31	32	33	34	35	36	37
NOD2 RIPK2 PPI	-7	-16	6	1	-6	-2	7	-3	-3
TLR9-MyD88 inh	-7	5	5	-6	7	/	5	-3	2
NCOA1 inh	-36	-37	-52	-71	-29	-6	-6	5	-3
Vif imaging	-10	7	-9	5	10	-3	-13	-1	-10
TRAIL sens C8	-5	-5	-5	5	7	-26	3	-9	-4
TROY NFkB inh	-10	-4	-15	-58	-5	10	-31	11	2
NCOA2 inhibitor	-12	6	-14	-29	-27	-16	-9	17	-6
LRH-1 inv ag	0	11	-29	-74	3	5	-19	-5	3
EBV LMP1 NFkB	-1	-4	-15	-17	-13	/	-10	3	4
SRC3 inh	7	-32	-12	-35	4	-1	-3	-21	10
NR2F2 inh	-12	-19	9	-19	-8	5	-3	-25	12

# Following part
no.	smiles	NOD2 RIPK2 PPI	TLR9-MyD88 inh	NCOA1 inh	Vif imaging	TRAIL sens C8	TROY NFkB inh	NCOA2 inhibitor	LRH-1 inv ag	EBV LMP1 NFkB	SRC3 inh	NR2F2 inh
41	COc1cc(N)c(Cl)cc1C(=O)OCC(=O)NCC1CCCO1 (stereo unspecified)	0	4	1	9	1	12	-3	6	1	6	3
42	O=C(COC(=O)/C=C/c1cccc(Br)c1)NC1CCCCC1	12	-4	-20	36	-11	8	-8	3	2	10	-1
43	O=C(NCC1CCCO1)c1ccc2c(=O)n(CCc3ccccc3)c(=O)[nH]c2c1 (stereo unspecified)	2	8	-5	2	-4	-18	-9	-3	-2	-13	-20
44	CC1CCN(C(=O)C2CCN(S(=O)(=O)c3ccc4c(c3)CC(C)N4C(=O)C3CC3)CC2)CC1 (stereo unspecified)	-11	1	6	14	-19	-11	4	2	3	4	-1
45	CCC(C)c1ccc(S(=O)(=O)N2CC(=O)Nc3ccccc32)cc1 (stereo unspecified)	4	0	-1	-11	-20	10	1	16	4	6	0
46	COc1ccc(CC(=O)Nc2c3c(nn2-c2cccc(C)c2C)CS(=O)C3)cc1OC (stereo unspecified)	9	2	8	-1	-8	-3	-8	12	-9	1	-9
47	CC(=O)Nc1ccc(C(=S)NCCCO)cc1	-8	-2	11	-1	-1	-15	-2	-4	10	14	-3
48	Cc1sc2nc(SCC(=O)NCCOCCO)n(C)c(=O)c2c1C	3	1	-13	-1	-1	6	-1	-4	-7	3	-13
49	CCOC(=O)C1CCN(Cc2ccccc2C)CC1	-7	-7	-1	11	-28	-13	-25	-10	-4	-10	-4
50	Cc1cc(C)nc(NS(=O)(=O)c2ccc(Br)s2)c1	-7	3	7	19	-7	1	-6	16	-2	-1	1
51	COc1cccc(C(=O)CSc2nnnn2C)c1	5	-4	-6	17	-5	10	8	-4	-2	-9	-5

# A portion of the library; the hit share may differ from the screen's.
